BLM helicase inh: qHTS Assay for Inhibitors of Bloom's syndrome helicase (BLM). RecQ-like DNA helicase BLM (Homo sapiens), P54132. recombinant BLM DNA unwinding, fluorescence dequenching. Potency, µM (series often up to 56.1 µM), for inactives: at the highest dose activity change, negative = inhibition, usual class: inhibitors. hit rate 0.2% among 350,000. AID 2528, 2010;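 also: potency is read from the fitted curve at half-maximal effect; plate controls were vehicle for no effect and no enzyme for full effect; nearly all actives have a fitted effect of over 35% in size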
Pol iota inh: qHTS for Inhibitors of Polymerase Iota; DNA polymerase iota (Homo sapiens), Q9UNA4; Pol iota fluorescent replication assay, 10 min; Potency, µM (doses to about 115 µM), inactives show at the highest dose activity, negative = inhibition, most hits filed as inhibitors; hit rate 1% among 390,000; AID 588590, 2011; also: potency is read from the fitted curve at half-maximal effect
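Fluorescent replication assay read twice, at 0 min and 10 min after adding 50 nM (final) substrate. Enzyme (10 nM) and compounds were first incubated 15 min at room temperature; enzyme-free buffer wells were negative controls.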
TRHR ag: qHTS for Small Molecule Agonists and Allosteric Enhancers of Human TRH Receptor: Primary Screen for Agonists | AID 493084, 2011 | hit rate 0.18% among 360,000 | Thyrotropin-releasing hormone receptor (Homo sapiens), P34981 | TRHR cells, calcium flux fluo-8, FDSS agonist mode | activation, % at 2 µM; in the data active = activation above about 30%; also: 0% is about no effect
Target sequence (P34981 whole entry, looked up): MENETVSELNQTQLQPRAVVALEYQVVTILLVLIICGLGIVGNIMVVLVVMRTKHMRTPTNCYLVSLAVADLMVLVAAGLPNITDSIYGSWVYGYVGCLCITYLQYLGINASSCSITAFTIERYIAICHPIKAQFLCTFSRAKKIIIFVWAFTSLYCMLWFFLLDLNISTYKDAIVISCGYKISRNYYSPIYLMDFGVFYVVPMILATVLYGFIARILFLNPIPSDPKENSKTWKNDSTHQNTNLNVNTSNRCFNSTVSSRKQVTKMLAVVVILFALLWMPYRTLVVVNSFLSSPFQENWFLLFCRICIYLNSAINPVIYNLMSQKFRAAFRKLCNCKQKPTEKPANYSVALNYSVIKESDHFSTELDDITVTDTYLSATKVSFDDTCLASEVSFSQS
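Fluo-8-loaded TRHR cells; 10 s baseline, compound added, kinetic Ca2+ fluorescence read 1/s, agonist mode.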
APEX1 inh: qHTS Assay for Inhibitors of the Human Apurinic/apyrimidinic Endonuclease 1 (APE1). DNA repair nuclease/redox regulator APEX1 (Homo sapiens), P27695. recombinant APE1, TAMRA/BHQ-2 abasic DNA cleavage fluorescence. Potency, µM (top dose mostly 65.8 µM), inactives show at the highest dose activity change, negative = inhibition, usual class: inhibitors. hit rate 0.35% among 350,000. AID 2517, 2012;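 also: potency is read from the fitted curve at half-maximal effect; plate controls were vehicle for no effect and reference inhibitor for full effect; nearly all actives have a fitted effect of over 55% in size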
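Readout is kinetic fluorescence (ex 525, em 598 nm) from cleavage of 50 nM TAMRA/BHQ-2 THF abasic duplex by 0.75 nM APE1, compound added 15 min beforehand at RT.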
Pol beta inh: qHTS Assay for Inhibitors of DNA Polymerase Beta | Pol beta primer extension/strand displacement, fluorescence kinetic | Potency, µM (titrated, usually from 114 µM), inactives show at the highest dose activity change, negative = inhibition, hits mostly inhibitors | hit rate 1.3% among 340,000 | AID 485314, 2010; also: potency is read from the fitted curve at half-maximal effect; % is scaled to controls: 0 for no effect and ±100 for the full control effect
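Pol beta (10 nM) was preincubated with compound for 15 min at room temperature. The reaction was then started with 50 nM substrate and read immediately and after a further 10 min at room temperature.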
12-LOX inh: Primary qHTS assay for inhibitors of human arachidonate 12S-lipoxygenase (ALOX12): Round 2. Polyunsaturated fatty acid lipoxygenase ALOX12 (Homo sapiens), P18054. purified 12hLO, xylenol orange hydroperoxide absorbance. Potency, µM (series often up to 108 µM), inactives show top-dose activity change, negative = inhibition, actives largely listed as inhibitors. hit rate 1.1% among 580,000; also: potency is read from the fitted curve at half-maximal effect; % is scaled to controls: 0 for no effect and ±100 for the full control effect
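Purified human 12hLO (150 nM final) in 25 mM Hepes, 0.01% Triton X-100, pH 7.0 was preincubated 15 min at room temperature with compound. Then 40 uM arachidonic acid was added, 30 min. Hydroperoxide was read by Fe-XO absorbance ratio 573/405 nm.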
ERG-DNA inh: qHTS for Small Molecule Inhibitors of the ERG Ets/DNA interaction; Transcriptional regulator ERG (Homo sapiens), P11308; fluorescence polarization, His-ERG Ets domain / labelled DNA; Potency, µM (titrated, usually from 76.9 µM), for inactives: at the highest dose FP activity, negative = inhibition, actives largely listed as inhibitors; hit rate 0.028% among 370,000; AID 624246, 2012; active = well fitted inhibition curve with a large enough effect in the polarisation, with a control signal flat; inconclusive = small, poorly fitted or top-dose-only effect, or effect the other way, or a change in a side signal; inactive = no such curve, though single readings can be large or run the other way; the % refers to the polarisation;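 also: polarization taken with two DNA probes labelled with fluorescein and Texas red; potency is read from the fitted curve at half-maximal effect; % of control where 0% means no effect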
Target sequence (P11308 whole entry, looked up, the tested form may be a part): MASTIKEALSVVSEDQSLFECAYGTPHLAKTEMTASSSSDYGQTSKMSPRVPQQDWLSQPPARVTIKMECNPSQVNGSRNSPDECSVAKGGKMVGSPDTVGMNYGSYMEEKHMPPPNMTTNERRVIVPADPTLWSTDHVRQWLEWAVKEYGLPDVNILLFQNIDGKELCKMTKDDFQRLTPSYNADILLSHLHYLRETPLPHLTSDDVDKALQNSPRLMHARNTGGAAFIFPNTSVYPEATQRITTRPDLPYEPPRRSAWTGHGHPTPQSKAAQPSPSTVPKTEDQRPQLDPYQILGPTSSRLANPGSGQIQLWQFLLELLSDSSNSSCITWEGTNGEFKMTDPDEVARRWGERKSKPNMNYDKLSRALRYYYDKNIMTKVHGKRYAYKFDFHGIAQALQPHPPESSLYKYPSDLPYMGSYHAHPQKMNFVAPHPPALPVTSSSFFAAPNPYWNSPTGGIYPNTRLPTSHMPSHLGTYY
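His-tagged ERG Ets domain (1 uM in the protein solution; 300mM KCl, 50mM Tris-HCl, 1mM EDTA, 1mM DTT, pH 7.5) received compound, then a probe mix of 5 nM fluorescein-DNA and 100nM Texas-615-DNA. Fluorescence polarization was read for both dyes.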
POLK inh: qHTS for Inhibitors of Polymerase Kappa | purified Pol kappa, fluorescent DNA synthesis assay, 10 min | Potency, µM (top dose mostly 107 µM), for the others: at the highest dose activity, negative = inhibition, most hits filed as inhibitors | DNA polymerase kappa (Homo sapiens), Q9UBT6 | hit rate 0.53% among 400,000; also: potency is read from the fitted curve at half-maximal effect; % is scaled to controls: 0 for no effect and ±100 for the full control effect
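Pol kappa 10 nM + cpd, 15 min RT; start w/ substrate 50 nM final; fluorescence kinetic read, 0 and 10 min. Neg ctrl: buffer, no enzyme.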
Anesthetic bind: qHTS Assay for Identification of Novel General Anesthetics; hit rate 0.074% among 350,000; Ferritin light chain (Equus caballus), P02791; apoferritin/1-aminoanthracene competitive binding, fluorescence; AID 485281, 2010; Potency, µM (doses to about 77.5 µM), without a hit: at the highest dose activity change, negative = displacement, usual class: inhibitors; also: potency is read from the fitted curve at half-maximal effect; % is scaled to controls: 0 for no effect and ±100 for the full control effect; nearly all actives have a fitted effect of over 20% in size
Target sequence (P02791 2-175 limits assumed): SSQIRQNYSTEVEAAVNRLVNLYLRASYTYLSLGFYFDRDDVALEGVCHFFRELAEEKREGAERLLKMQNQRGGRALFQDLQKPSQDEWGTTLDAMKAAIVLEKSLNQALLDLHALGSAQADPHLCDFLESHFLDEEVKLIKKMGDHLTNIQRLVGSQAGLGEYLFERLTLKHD
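Apoferritin-based anesthetic binding model; compound displacement of fluorescent 1-AMA measured as endpoint fluorescence after 10 minutes at room temperature, scaled to free-ligand and complex controls.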
* marks the source's active call; other numbers are inactive results; ? = inconclusive; · = not tested or not shown; [ ] = another dose, or the depositor's remark. Unless noted, calls follow the shape of the dose curve; as a rule, active = well fitted curve in the direction sought with a large enough effect; inconclusive = small, poorly fitted or top-dose-only effect, or another doubt; inactive = no such curve, though single readings can be large; an effect the other way counts as inactive or inconclusive. This is a subset, so the mix of outcomes need not match the whole.

SMILES	BLM helicase inh	Pol iota inh	TRHR ag	APEX1 inh	Pol beta inh	12-LOX inh	ERG-DNA inh	POLK inh	Anesthetic bind
CCOc1ccc2cc(C#N)c(SCC(=O)OC)nc2c1	-1%	-3%	0.1	-1%	-1%	0%	-2%	-7%	-7%
COc1cccc(OCCNS(=O)(=O)c2ccccc2[N+](=O)[O-])c1	·	36%	·	5%	·	?	-7%	12%	·
CCN(CC)S(=O)(=O)c1ccc(C(=O)NC2CC(=O)N(c3ccc4c(c3)OCCO4)C2)cc1 (configuration not stated)	-2%	-1%	0.0	·	-17%	-7%	-4%	1%[60.1 µM]	-18%
O=C(NCc1ccco1)c1ccc2c(c1)C(=O)c1ccccc1-2	-2%	?	-0.4	-5%	?	-29%	-2%	-32%	-1%
O=C(CCCOc1ccc(Cl)cc1Cl)N/N=C/c1ccccc1	2%	?	-0.6	3%	-24%	20%	-4%	-5%	-14%
CC(=O)c1ccc(N2CCN(C(=O)CCCn3c(=O)[nH]c4ccccc4c3=O)CC2)cc1	3%	84%[activator]	0.3	?	18%	1%	-5%	1%	-7%
O=C(CSc1n[nH]c(-c2ccccc2)n1)NCc1cccc(C(=O)O)c1	1%	20%	0.1	1%	-1%	-15%	-2%	-4%	-1%
O=C(Nc1cccc(NC(=O)c2ccc3c(c2)OCO3)c1)c1ccccc1	-4%	58%[activator]	0.4	12%	2%	0%	1%	-13%	?
Cc1ccc(C(C(=O)NC2CCCCC2)N(C(=O)Cc2c[nH]c3ccccc23)c2ccccc2C)o1 (configuration not stated)	0%	6%	-0.1	3%	-25%	?	-1%	-4%	-17%
Oc1cccc2c(NC(=S)Nc3ccc(OC(F)F)cc3)cccc12	-17%	16%	1.4	9%	-1%	?	-14%	1%	-6%
COc1ccc(CC(=O)Nc2cccc(S(=O)(=O)N3CCOCC3)c2)cc1OC	·	11%	0.3	-3%	·	211%[activator]	6%	16%	·
CC(C)Nc1nc(NC(C)C)nc(OCCOC(=O)Nc2ccccc2)n1	-4%	8%	-0.9	0%	5%	6%	-2%	-15%	-22%
COCc1cccc(NC(=O)CCc2ccccc2)c1	0%	44%[activator]	-2.5	7%	-1%	0%	7%	0%	?
Cc1nn(C(=O)c2ccc(Cl)cc2)c(C)c1S(=O)(=O)N1CCCCCC1	-8%	?	-0.1	·	28%	-11%	-9%	-7%[60.1 µM]	-11%
Cc1cccc(C)c1-n1ncc(C(=O)NC2CCCC2)c1C1CCNCC1	2%	25%	0.1	44%[activator]	1%	-6%	-7%	-1%	-8%
COc1cccc(/C=C/c2ccc3cccc(O)c3n2)c1OC	-10%	-26%	0.8	30%	-26%	?	1%	0%	-6%
COc1ccc(-c2csc(N(CCCN3CCOCC3)C(=O)CCl)n2)cc1	4%	?	0.0	1%	4%	0%	12%	3%	-6%
COc1cccc(/C=N/NC(=O)c2c(C)nc3ccc(Br)cn23)c1	0%	24%	-0.3	-2%	-1%	-3%	15%	-7%	-24%
CN(C)c1nc(=NCc2ccco2)ss1	3%	7%	2.6	-3%	-2%	·	-2%	-4%	-11%
Cc1cc(/C=C2\C(=N)N3N=C(CC(=O)N4CCOCC4)SC3=NC2=O)c(C)n1-c1ccccc1	-10%	?	0.7	60%[activator]	?	-7%	9%	-18%	-20%
O=C1c2ccccc2C(O)N1CCN1CCOCC1 (configuration not stated)	1%	-5%	0.9	2%	99%	52%[activator]	-15%	-1%	-9%
CC(C)[C@H]1C=C(C(=O)O)O[C@@H](OCCCCO)C1	-3%	?	-0.1	4%	13%	34%[activator]	-1%	-17%	-13%
COc1ccc(F)cc1S(=O)(=O)n1nc(C)cc1C	-5%	14%	-0.1	28%	-16%	29%	4%	13%	-9%
Cc1ccc(CS(=O)(=O)Cc2ccc(C(=O)NCc3cccs3)o2)cc1	-5%	?	-0.6	-3%	27%	-10%	11%	-5%	-11%
CCCC(C(=O)NCc1ccco1)N(Cc1ccco1)C(=O)CNS(=O)(=O)c1ccccc1 (configuration not stated)	0%	15%	-0.3	14%	20%	-13%	4%	-5%	-5%
O=C(Nc1ccc(C(F)(F)F)cc1)c1ccc2nc[nH]c2c1	-4%	-28%	1.2	-2%	-1%	-1%	-10%	-1%	1%
O=S(=O)(c1cnc[nH]1)N1CCN(C(c2ccc(F)cc2)c2ccc(F)cc2)CC1	-8%	3%	-1.2	-14%	1%	?	0%	-16%	?
CCOc1ccc(NS(=O)(=O)c2ccc(C(=O)NCC(c3ccc(OC)cc3)N3CCCC3)cc2)cc1 (configuration not stated)	·	26%	0.8	14%	·	-23%	7%	-3%	·
Cc1[nH]c(=O)[nH]c(=O)c1/C=N/NC(=O)CCNC(=O)OC(C)(C)C	1%	-19%	0.2	1%	2%	-2%	-5%	-11%	-12%
Cc1nnc2c(NCC(C)c3ccccc3)nc3ccccc3n12 (configuration not stated)	-4%	46%[activator]	-0.8	-13%	?	18%	7%	-9%[60.1 µM]	-11%
O=C(NNC(=O)c1ccc(Cl)s1)c1csc(N2CCOCC2)n1	·	105%[activator]	0.1	-13%	·	-19%	-6%	-20%	·
O=C(COc1ccccc1/C=C\c1[nH]c(=O)[nH]c(=O)c1[N+](=O)[O-])Nc1ccccc1	-19%	20µM*	-0.7	25%	9%	?	-9%	-18%	-12%
O=C(COC(=O)c1ccc(NS(=O)(=O)c2ccc3c(c2)OCCO3)cc1)NCC1CCCO1 (configuration not stated)	-1%	12%	1.1	12%	10%	2%	3%	4%	-3%
CCn1nnnc1-c1ccc(OC)c(S(=O)(=O)Nc2ccc(C(=O)OC)cc2)c1	-1%	26%	0.6	14%	13%	10%	·	-6%	7%
Nc1ccc(C(=O)N2CCN(S(=O)(=O)/C=C/c3ccccc3)CC2)cc1[N+](=O)[O-]	·	0%	-0.3	-1%	·	-21%	-8%	-14%	·
CC1CCCC(C)N1/N=C/c1ccc(C(=O)O)cc1 (configuration not stated)	-3%	-14%	-0.4	26%	1%	1%	-5%	4%	0%
Cc1c(C(=O)NNC(=S)Nc2ccc(S(N)(=O)=O)cc2)oc2ccccc12	-5%	11%	0.0	43%	10%	?	-1%	-1%	-12%
COC(=O)c1cc(NS(=O)(=O)c2ccc(C(C)C)cc2)ccc1N1CCOCC1	-15%	?	-0.5	3%	7%	4%	-2%	-16%	-11%
CCOC(=O)COc1ccc(C)cc1C(=O)c1ccn2nc(-c3ccc(C)cc3)cc2n1	-5%	34%	-1.0	·	26%	-20%	3%	9%	2%
Cc1ccccc1C(=O)NCC(=O)c1ccccc1	·	-7%	·	·	·	?	5%	-23%	·
CC(C)C[C@@H](CNCC(=O)[C@H](Cc1ccccc1)NC(=O)c1[nH]cnc1C(=O)N[C@H](CN)CC(C)C)NC(=O)c1nc[nH]c1C(=O)N[C@@H](CC(=O)O)C(=O)O	·	?	·	·	·	?	-4%	8%	·
Cc1cc(C)cc(NC(=O)NC2CCN(CC(=O)Nc3cccc(Cl)c3C)CC2)c1	-2%	-25%	0.8	6%	6%	15%	0%	-7%	0%
CCOc1ccc(C(=O)CSc2nnc3cc(C)c4ccccc4n23)cc1	-6%	35%[activator]	0.1	·	9%	-18%	-1%	10%	-18%
CCN1CCN(Cc2c(O)ccc3c2O/C(=C\C=C\c2ccccc2)C3=O)CC1	-3%	3%	-0.2	-4%	6%	-28%	4%	-8%	-14%
COc1cc(N2C(=O)CSC23C(=O)N(C)c2ccccc23)cc(OC)c1OC (configuration not stated)	0%	21%	0.3	·	12%	-12%	2%	-3%	4%
CCCS(=O)(=O)NCCc1csc(-c2ccc(OC)c(OC)c2)n1	2%	18%	0.5	2%	6%	57%[activator]	2%	-10%	-4%
N#CCC(=O)NNC(=S)NC(=O)C(c1ccccc1)c1ccccc1	-9%	56%[activator]	-0.4	5%	-22%	-10%	-2%	-6%	-6%
COCCOC(=O)C1=C(C)NC(=O)NC1c1ccco1 (configuration not stated)	-14%	40µM*	0.0	?	?	?	2%	-31%	11%
CCOC(=O)c1cc[nH]c1C	-8%	5%	-0.6	2%	42%	-8%	12%	-2%[60.1 µM]	-1%
COc1cccc(-c2nc(NCc3cccnc3)c3ccccc3n2)c1O	-14%	?	0.3	-1%	?	-1%	1%	0%	-8%
O=C(NCCCN1CCCCCC1)C1CCCN(S(=O)(=O)c2cccc3nsnc23)C1 (configuration not stated)	-2%	?	-0.5	9%	1%	?	-6%	-6%	-12%

Not a retest: an excerpt of the list.
SMILES	BLM helicase inh	Pol iota inh	TRHR ag	APEX1 inh	Pol beta inh	12-LOX inh	ERG-DNA inh	POLK inh	Anesthetic bind
CC(C)C[C@@H](CNCC(=O)[C@H](Cc1ccccc1)NC(=O)c1[nH]cnc1C(=O)N[C@H](CN)CC(C)C)NC(=O)c1nc[nH]c1C(=O)N[C@@H](CC(=O)O)C(=O)O	·	?	·	·	·	?	-4%	8%	·
Cc1cc(C)cc(NC(=O)NC2CCN(CC(=O)Nc3cccc(Cl)c3C)CC2)c1	-2%	-25%	0.8	6%	6%	15%	0%	-7%	0%
CCOc1ccc(C(=O)CSc2nnc3cc(C)c4ccccc4n23)cc1	-6%	35%[activator]	0.1	·	9%	-18%	-1%	10%	-18%

Screening data as filed in PubChem BioAssay.
